# IL1B secr inh = qHTS for Inhibitors of Inflammasome Signaling: IL-1-beta AlphaLISA Primary Screen. THP-1 LPS/ATP IL-1B secretion, AlphaLISA, 16 h; stronger effect = lower value. activity change, % at 57.5 µM. hit rate 4.7% among 360,000; in the data active means activity change below about -50%; inconclusive means mostly about -30% to -49%; further: on the % scale 0 is the no-effect control and ±100 the full control effect
#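 THP-1 cells pretreated 1 hr with compounds (up to 57.5 uM final), then stimulated with LPS (250 ng/mL final) plus ATP (1.25 mM final); secreted IL-1B measured by AlphaLISA after 16 hr, decreased signal indicating inhibition.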
# MCF10A rerep = A quantitative high throughput screen for small molecules that induce DNA re-replication in MCF 10a normal breast cells | MCF 10A DNA re-replication, Hoechst nuclear intensity, 48 h | hit rate 2.9% among 350,000 | Potency, µM (doses to about 46.1 µM), for the others: top-dose activity, positive = re-replication, hits mostly activators; further: potency means the concentration at half of the fitted maximal effect; % of control where 0% means no effect; nearly all actives have a fitted effect of over 50% in size
# ATXN2 expr inh = Primary qHTS for Inhibitors of ATXN expression | HEK-293 ATXN2-luciferase reporter, luminescence, 24 h | hit rate 0.72% among 360,000 | Potency, µM (titrated, usually from 57 µM), for the others: top-dose activity change, negative = inhibition, usual class: inhibitors; further: potency means the concentration at half of the fitted maximal effect; on the % scale 0 is the no-effect control and ±100 the full control effect; nearly all actives have a fitted effect of over 55% in size
#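 qHTS (up to 57 uM final) was run with 24 h compound exposure of reporter cells at 37 °C. Each well was multiplexed: SteadyGlo luminescence measured ATXN2-luciferase expression after a fluorogenic Gly-Phe-AFC viability readout (25 uM final).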
# HT1080NT lethal = qHTS for induction of synthetic lethality in tumor cells producing 2HG: qHTS for the HT-1080-NT fibrosarcoma cell line | Potency, µM (series often up to 46.1 µM), for the others: top-dose activity, negative = less viability, usual class: cytotoxic | HT-1080-NT fibrosarcoma viability, CellTiter-Glo ATP luminescence, 48 h | AID 686970, 2013 | hit rate 1.6% among 360,000;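 further: NT is the 2HG producing partner of a matched IDH1 knockdown line; potency means the concentration at half of the fitted maximal effect; 0% = DMSO-treated cells and -100% = media-only wells without cells; nearly all actives have a fitted effect of over 55% in size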
#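 Read-out is CellTiter-Glo luminescence after 10 minutes at room temperature, following 48 hours' compound treatment of HT-1080-NT cells (750 cells/well, RPMI, 5% FBS, 37 degrees C).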
# HT1080 IDH1KD tx = qHTS for induction of synthetic lethality in tumor cells producing 2HG: qHTS for the HT-1080-IDH1KD cell line; HT-1080 IDH1 knockdown viability, ATP luminescence, 48 h; Potency, µM (series often up to 46.1 µM), for inactives: at the top dose activity, negative = toxicity, hits mostly cytotoxic; hit rate 2% among 360,000; AID 686971, 2013;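 further: potency means the concentration at half of the fitted maximal effect; 0% = DMSO wells and -100% = cell-free medium wells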
#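 IDH1KD HT-1080 cells, 750/well, RPMI + 5% FBS; compound pinned after 2 h settling; 48 h, 37 °C; CellTiter-Glo luminescence; % activity normalised to DMSO and no-cell wells; curves fitted, classed by r2 and efficacy.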
# WRN helicase inh = qHTS for Inhibitors of WRN Helicase | Bifunctional 3'-5' exonuclease/ATP-dependent helicase WRN (Homo sapiens), Q14191 | WRN helicase unwinding, fluorescent forked duplex, kinetic | hit rate 0.46% among 360,000 | Potency, µM (series often up to 114 µM), for the others: top-dose activity change, negative = inhibition, actives largely listed as inhibitors; further: potency means the concentration at half of the fitted maximal effect; on the % scale 0 is the no-effect control and ±100 the full control effect; nearly all actives have a fitted effect of over 55% in size
# Target sequence (Q14191 whole entry, looked up): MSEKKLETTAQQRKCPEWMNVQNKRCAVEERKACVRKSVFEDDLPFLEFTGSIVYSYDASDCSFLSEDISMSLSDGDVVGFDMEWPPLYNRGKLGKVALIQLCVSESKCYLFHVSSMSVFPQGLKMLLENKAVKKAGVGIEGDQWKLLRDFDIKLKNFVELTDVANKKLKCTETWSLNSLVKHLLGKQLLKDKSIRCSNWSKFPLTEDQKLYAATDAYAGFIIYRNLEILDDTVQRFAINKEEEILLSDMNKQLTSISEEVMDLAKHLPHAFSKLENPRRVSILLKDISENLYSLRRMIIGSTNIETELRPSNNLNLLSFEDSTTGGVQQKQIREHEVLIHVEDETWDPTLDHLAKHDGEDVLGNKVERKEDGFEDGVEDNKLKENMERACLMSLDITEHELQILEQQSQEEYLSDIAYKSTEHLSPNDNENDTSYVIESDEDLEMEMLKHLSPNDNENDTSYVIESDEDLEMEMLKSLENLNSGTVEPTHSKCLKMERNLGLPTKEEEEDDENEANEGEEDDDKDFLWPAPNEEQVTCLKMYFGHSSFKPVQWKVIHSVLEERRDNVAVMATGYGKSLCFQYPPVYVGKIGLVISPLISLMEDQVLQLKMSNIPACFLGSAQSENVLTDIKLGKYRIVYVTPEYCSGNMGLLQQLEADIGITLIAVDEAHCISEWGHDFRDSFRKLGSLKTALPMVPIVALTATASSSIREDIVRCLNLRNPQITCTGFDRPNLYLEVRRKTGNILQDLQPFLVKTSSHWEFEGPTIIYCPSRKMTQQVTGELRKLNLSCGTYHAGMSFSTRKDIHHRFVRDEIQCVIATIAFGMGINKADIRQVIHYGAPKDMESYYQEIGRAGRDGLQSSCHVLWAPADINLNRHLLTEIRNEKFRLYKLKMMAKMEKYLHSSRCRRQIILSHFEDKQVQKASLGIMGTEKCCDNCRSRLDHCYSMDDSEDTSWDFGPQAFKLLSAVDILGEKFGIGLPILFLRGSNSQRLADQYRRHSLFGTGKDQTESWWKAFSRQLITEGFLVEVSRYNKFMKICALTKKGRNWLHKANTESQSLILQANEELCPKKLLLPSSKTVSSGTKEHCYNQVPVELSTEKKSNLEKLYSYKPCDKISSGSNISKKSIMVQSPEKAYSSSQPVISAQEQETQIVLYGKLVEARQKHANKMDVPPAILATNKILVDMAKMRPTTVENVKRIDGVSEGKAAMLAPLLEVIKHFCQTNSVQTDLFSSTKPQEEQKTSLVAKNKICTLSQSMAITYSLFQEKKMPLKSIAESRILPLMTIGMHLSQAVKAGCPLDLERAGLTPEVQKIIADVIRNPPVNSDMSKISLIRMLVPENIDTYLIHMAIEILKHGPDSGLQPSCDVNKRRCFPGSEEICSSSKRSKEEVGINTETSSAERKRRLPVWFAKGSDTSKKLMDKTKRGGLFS
#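 Primary qHTS, 1536-well format. 20 nM WRN + compound, 15 min RT; start with 100 nM forked fluorophore/quencher duplex, 2 mM ATP (final); kinetic read ex 525/em 598 nm.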
# SW480 rereplic = A quantitative high throughput screen for small molecules that induce DNA re-replication in SW480 colon adenocarcinoma cells; Potency, µM (top dose mostly 46.1 µM), for the others: at the highest dose re-replication activation, usual class: activators; SW480 DNA re-replication, Hoechst DNA content imaging, 48 h; hit rate 1.8% among 340,000; further: potency means the concentration at half of the fitted maximal effect; % of control where 0% means no effect; nearly all actives have a fitted effect of over 55% in size
#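 250 cells/well; 23 nL cpd via pin tool; 48 hr, 37 C, 5% CO2; Hoechst 40 min; imager read of total nuclear intensity, ex 405/em 500-530 nm.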
# KB-V1 MDR tox = qHTS assay for MDR1-selective chemotherapeutics: Primary screen using the drug-selected MDR subline cells KB-V1. KB-V1 MDR cells viability, CellTiter-Glo, 72 h. Potency, µM (series often up to 46.1 µM), inactives show at the highest dose activity change, negative = cytotoxicity, actives largely listed as cytotoxic. hit rate 3.4% among 400,000. AID 1347076, 2019; further: potency means the concentration at half of the fitted maximal effect; on the % scale 0 is the no-effect control and ±100 the full control effect; nearly all actives have a fitted effect of over 60% in size
#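 Potencies derive from concentration-effect curves fitted to normalized luminescence (CellTiter-Glo) of KB-V1 cells treated for 72 h at 37 degrees C in phenol-red-free DMEM containing 10% FBS.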
# KB-3-1 cytotox = qHTS assay for MDR1-selective chemotherapeutics: Primary screen using the parental adenocarcinoma cell KB-3-1. KB-3-1 viability, CellTiter-Glo ATP luminescence, 72 h. Potency, µM (highest dose often 46.1 µM), without a hit: at the top dose activity change, negative = cytotoxic, most hits filed as cytotoxic. hit rate 1.4% among 400,000; further: potency means the concentration at half of the fitted maximal effect; on the % scale 0 is the no-effect control and ±100 the full control effect; nearly all actives have a fitted effect of over 60% in size
#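 Screening of KB-3-1 cells (DMEM, 10% FBS, phenol-red free) ran from lowest to highest compound concentration; after 72 h at 37 °C viability was read luminescently and curves fitted.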
# An asterisk follows results filed as active; ? = inconclusive; . = no result given; [ ] = dose if it differs, or a comment. Unless noted, the call rests on the fitted dose curve; in most records, active means well fitted curve in the direction sought with a large enough effect; inconclusive means small, poorly fitted or top-dose-only effect, or another doubt; inactive means no such curve, though single readings can be large; an effect the other way counts as inactive or inconclusive.
SMILES,IL1B secr inh,MCF10A rerep,ATXN2 expr inh,HT1080NT lethal,HT1080 IDH1KD tx,WRN helicase inh,SW480 rereplic,KB-V1 MDR tox,KB-3-1 cytotox
Cc1nn2c(COc3ccc(NC(=O)c4ccccc4Cl)cc3)nnc2c2ccccc12,?,2.9µM*,4%,?,15µM*,4%,8.2µM*,?,?
CCOC(=O)c1cc2cc(OC)ccc2n1C1CCN(C)CC1,?,.,-11%,-26%,-23%,8%,.,17%,0%
COc1ccc(NC(=O)c2c(C)noc2C(C)C)cc1S(=O)(=O)N1CCCCC1,7,8%,0%,6%,11%,-6%,2%,.,.
Cc1cccc2c1NC(=O)C21N2CCCC2C(C(=O)c2ccc3ccccc3c2)C12C(=O)Nc1ccccc12 (stereo not given),-18,?,-21%,-10%,-4%,-10%,?,0%,?
O=C(Nc1ccc(F)cc1F)Nc1csc2ccccc12,-92*,-14%,34%[activator],?,?,-34%,-4%,-13%,-24%
CCOC(=O)C/C(C)=N\Nc1ccc([N+](=O)[O-])cc1[N+](=O)[O-],-13,1%,0%,-5%,-16%,0%,-7%,27%,-5%
CCN=C1SC(CC(=O)Nc2ccc(C)cc2)C(=O)N1CC (stereo not given),7,-7%,-2%,2%,5%,6%,-1%,0%,3%
CCOC(=O)CSc1nc2ccccc2c(=O)n1-c1ccc(C(=O)NCCOC)cc1,26,1%,-22%,-23%,-23%,-4%,-4%,?,18%
CC(=O)c1ccc(N2CCN(C(=O)COc3ccccc3F)CC2)c(F)c1,17,-6%,-6%,10%,7%,5%,-4%[9.22 µM],-8%,0%
CCN(CC)C(=O)c1[nH]cnc1C(=O)N[C@@H](C)C(=O)OCc1ccccc1,-5,18%,-9%,11%,9%,-2%,-1%,?,-8%
Cc1ccc(/C=N/Nc2nnc(Cc3ccccc3)c(=O)[nH]2)o1,-17,1%,10%,5%,8%,-3%,1%,-9%,-6%
COc1ccc(CN2CCN(C(=O)c3cccc4ccccc34)CC2)c(OC)c1OC,-2,-3%,.,-1%,-13%,15%,-7%,?,-3%
CC(C)N(C(C)C)S(=O)(=O)c1ccc(NC(=O)c2cnccn2)cc1,-3,0%,5%,1%,0%,-3%,18%,-2%,-6%
COCCNC(=O)C(c1ccc(F)cc1)N(Cc1ccccc1)C(=O)CCC(=O)Nc1nccs1 (stereo not given),4,-1%,-14%,13%,0%,-4%,-7%,1%,-1%
COc1cccc(NC(=O)CN(C)C(=O)c2ccc3c(c2)S(=O)(=O)N=C2CCCCCN23)c1,3,-2%,-9%,-5%,-6%,2%,-1%,8%,0%
CCOC(=O)c1cc(Cl)c2c(ccc3ccccc32)n1,5,.,.,8%,8%,2%,.,9%,?
CC(CCc1ccccc1)NC(=O)c1ccc(F)cc1 (stereo not given),-10,16%,-2%,16%,7%,-24%,-3%,-22%,-5%
CN1CCc2c(sc3nc(SCC(=O)N4CCCCC4)n(-c4ccccc4)c(=O)c23)C1,18,9%,11%,-6%,-4%,-8%,?,0%,0%
CC(C)(C)C1CCN2CCCC(c3ccccc3)(C1)C2=O (stereo not given),26,.,6%,9%,0%,4%,.,3%,-18%
CCCCCCNC(=O)CC(NS(=O)(=O)c1ccc(OC)cc1)C(C)C (stereo not given),6,3%,-1%,-3%,0%,-32%[57.1 µM],13%,?,13%

# 7 of the compounds above, with tabs.
SMILES	IL1B secr inh	MCF10A rerep	ATXN2 expr inh	HT1080NT lethal	HT1080 IDH1KD tx	WRN helicase inh	SW480 rereplic	KB-V1 MDR tox	KB-3-1 cytotox
CCOC(=O)c1cc2cc(OC)ccc2n1C1CCN(C)CC1	?	.	-11%	-26%	-23%	8%	.	17%	0%
COc1ccc(NC(=O)c2c(C)noc2C(C)C)cc1S(=O)(=O)N1CCCCC1	7	8%	0%	6%	11%	-6%	2%	.	.
Cc1cccc2c1NC(=O)C21N2CCCC2C(C(=O)c2ccc3ccccc3c2)C12C(=O)Nc1ccccc12 (stereo not given)	-18	?	-21%	-10%	-4%	-10%	?	0%	?
O=C(Nc1ccc(F)cc1F)Nc1csc2ccccc12	-92*	-14%	34%[activator]	?	?	-34%	-4%	-13%	-24%
CCOC(=O)C/C(C)=N\Nc1ccc([N+](=O)[O-])cc1[N+](=O)[O-]	-13	1%	0%	-5%	-16%	0%	-7%	27%	-5%
CCN=C1SC(CC(=O)Nc2ccc(C)cc2)C(=O)N1CC (stereo not given)	7	-7%	-2%	2%	5%	6%	-1%	0%	3%
CCOC(=O)CSc1nc2ccccc2c(=O)n1-c1ccc(C(=O)NCCOC)cc1	26	1%	-22%	-23%	-23%	-4%	-4%	?	18%

# More compounds:
SMILES,IL1B secr inh,MCF10A rerep,ATXN2 expr inh,HT1080NT lethal,HT1080 IDH1KD tx,WRN helicase inh,SW480 rereplic,KB-V1 MDR tox,KB-3-1 cytotox
COc1ccc(-c2ccc(OC)c([C@H]3[C@H]4C=CC[C@@H](C)[C@@H]4C(=O)N3Cc3ccccc3)c2)cc1C,26,25%,8%,16%,8%,6%,-3%,14%,-9%
O=C(Nc1nnc(Cc2ccccc2)s1)c1cccnc1,9,8%,3%,-6%,1%,-2%,-1%,2%,10%
O=C(N/N=C/c1ccc(N2CCOCC2)o1)c1cccc([N+](=O)[O-])c1,0,16%,-8%,-5%,-2%,?,?,-5%,16%
COCc1nnc(NC(=O)C2CC(=O)N(C3CCCCC3)C2)s1 (stereo not given),10,-3%,7%,6%,5%,10%,-3%,24%,2%
Cc1ccc(NC(=O)CN2C(=O)S/C(=C/c3ccc(O)c([N+](=O)[O-])c3)C2=O)cc1C,-16,12%,-26%,-18%,-21%,79µM*,-9%,2%,-17%
Cn1cc(CC(=O)N2CCN(c3ccccc3F)CC2)c2ccccc21,-27,1%,0%,-15%,1%,-8%,-15%,-20%,3%
COc1ccc(/C=C/C(=O)OCC(=O)Nc2ccc(C)cc2)cc1S(=O)(=O)N1CCOCC1,16,4%,5%,-1%,3%,5%,0%,-3%,14%
CCOc1ccc(NC(=O)CN(C)C(=O)c2cccnc2Sc2ccc(C)cc2C)cc1OCC,39,-2%,3%,5%,-12%,0%,-3%,16µM*,-1%
O=C(NCCOc1ccccc1)C1CCC(=O)N(Cc2ccc(Cl)cc2)C1 (stereo not given),-13,-1%,3%,-3%,-2%,?,1%,.,.
COc1cc(CNn2c(C)n[nH]c2=S)cc(Cl)c1OCc1ccc(F)cc1,5,-7%,-16%,0%,14%,-4%,-10%,?,-17%
O=C(Nc1ccccc1Cl)c1cc(C2CCCCN2C(=O)c2cccs2)on1 (stereo not given),22,.,-21%,-1%,-27%,-10%,.,-15%,-9%
O=C(Nc1cccc(Cl)c1N1CCOCC1)c1cccnc1,0,-15%,-5%,5%,7%,-1%,-22%,-6%,-5%
COc1ccc(-n2nnnc2/C=C/Nc2cc(C(F)(F)F)ccc2OC)cc1,-9,13%,-20%,0%,-1%,0%,3%,22%,5%
CC(C)CCSc1cc(NCCO)c([N+](=O)[O-])c2nonc12,1,?,5%,?,18µM*,-8%,?,-7%,-1%
CC12COC3(C(=O)Nc4ccc(Cl)cn4)CC1CCC32C (stereo not given),37,6%,7%,17%,12%,1%,-11%,3%,-5%
CCCN(CC(=O)Nc1ccc(F)c(F)c1F)C(=O)c1ccc2c(=O)n3c(nc2c1)CCC3,-4,8%,-7%,-4%,-1%,0%,-5%,-11%,2%
COC(=O)[C@]12CCCCC=C1N(Cc1ccc3c(c1)OCO3)C(=O)[C@H](CC(=O)N1CCN(C(=O)c3ccco3)CC1)C2,-56*,.,.,22%,14%,2%,.,-15%,8%
Cn1cc(/C=C/C(=O)N2CCCC(C(=O)c3cccc(C(F)(F)F)c3)C2)cn1 (stereo not given),10,-1%,15%,17%,-2%,10%,12%,?,-3%
O=C(/C=C/c1ccco1)NC1CCCC1,-4,-1%,22%,13%,15%,2%,1%,-3%,-2%
COc1ccc(Cl)cc1NS(=O)(=O)c1cccc(C(=O)NCC2(N(C)C)CCCCC2)c1,-5,-22%,1%,-13%,1%,-8%,1%,.,.
CCCn1c(SCC(=O)NCc2ccc(Cl)cc2)n[nH]c1=O,2,0%,-13%,1%,14%,18%,-3%,-3%,?
c1ccc(COc2ccc(CNCc3cccs3)cc2)cc1,-8,?,-8%,?,?,-6%,-12%,?,3%
COc1ccc(CNC(=O)C2CC(c3ccc(OC)cc3)=NO2)cc1 (stereo not given),9,6.5µM*,-19%,-1%,-9%,10%,4%,-26%,1%
Cc1ccc(C(=O)Oc2ccc(Cl)c3cccnc23)cc1[N+](=O)[O-],-16,?,-30%,-1%,-20%,-8%,?,-23%,?

# Rows are unselected (roughly 12% active in at least one column).
